PI5P4K alpha inh = qHTS for Inhibitors of phosphatidylinositol 5-phosphate 4-kinase (PI5P4K); Phosphatidylinositol 5-phosphate 4-kinase type-2 alpha (Homo sapiens), P48426; PI5P4Kalpha enzyme, ADP-Glo luminescence, 60 min; active compounds read low; max response, %; 330,000 compounds, 1.2% hits; active means max response of -50% or lower; inconclusive means between -30% and -50%; inactive means -30% or higher; further: value at the top dose of about 77 µM; on the % scale 0 is the no-effect control and ±100 the full control effect
Target sequence (P48426 whole entry, looked up): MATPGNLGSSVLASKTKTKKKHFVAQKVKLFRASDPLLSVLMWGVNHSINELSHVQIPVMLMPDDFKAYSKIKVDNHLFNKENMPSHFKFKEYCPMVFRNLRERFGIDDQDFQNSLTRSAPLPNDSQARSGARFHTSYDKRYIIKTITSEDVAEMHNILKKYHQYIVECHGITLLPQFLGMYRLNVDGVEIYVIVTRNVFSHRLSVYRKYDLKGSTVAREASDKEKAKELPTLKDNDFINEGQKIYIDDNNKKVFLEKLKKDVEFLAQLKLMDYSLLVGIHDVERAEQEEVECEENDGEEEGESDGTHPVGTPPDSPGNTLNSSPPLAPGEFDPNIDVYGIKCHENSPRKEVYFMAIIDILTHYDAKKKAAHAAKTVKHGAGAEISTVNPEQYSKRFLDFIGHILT
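qHTS, 1536-well: enzyme/substrate mix, compound by pin tool, 5 microM ATP final; RT 60 min; ADP-Glo reagents 1 (45 min) then 2 (30 min); luminescence.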
CCT modulator = High-Throughput Screening for Modulators of Cytosolic Chaperonin Activity | purified chaperonin ATPase assay, HTRF ADP detection, 30 min | activity change, % (no concentration beside the values), hits read low | 360,000 compounds, 0.3% hits | AID 651819, 2012; in the data active means activity change below about -30%; further: on the % scale 0 is the no-effect control and ±100 the full control effect
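ATPase activity: ADP formed was measured by HTRF Transcreener (665/615 nm ratio) after 30 min at 37 deg C with 10 uM ATP. Compounds screened at one 76 uM concentration against 40 or 20 nM TRiC in Tris pH 7.4/KCl/MgCl2/DTT buffer.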
EPAC2 antagonist = qHTS for Antagonist of cAMP-regulated guanine nucleotide exchange factor 2 (EPAC2): primary screen; Rap guanine nucleotide exchange factor 4 (Homo sapiens), Q8WZA2; EPAC2 GEF exchange of Rap1B-BODIPY-GDP, fluorescence; Potency, µM (doses to about 114 µM), inactives show at the top dose activity, negative = inhibition, hits mostly inhibitors; 360,000 compounds, 0.18% hits; further: potency means the concentration at half of the fitted maximal effect; on the % scale 0 is the no-effect control and ±100 the full control effect; nearly all actives have a fitted effect of over 45% in size; many of its hits are not listed in these tables
EPAC1 antag = qHTS for Antagonist of cAMP-regulated guanine nucleotide exchange factor 3 (EPAC1): primary screen. Rap guanine nucleotide exchange factor 3 (Homo sapiens), O95398. Potency, µM (series often up to 115 µM), for the others: at the top dose activity change, negative = inhibition, usual class: inhibitors. AID 720709, 2013. EPAC1 GEF assay, Rap1b-BODIPY-GDP exchange fluorescence. 360,000 compounds, 0.14% hits;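 further: potency means the concentration at half of the fitted maximal effect; plate controls were vehicle for no effect and positive control for full effect; nearly all actives have a fitted effect of over 50% in size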
PLK1 PBD block = qHTS for Inhibitors of PLK1-PDB (polo-like kinase 1 - polo-box domain): Primary Screen. Serine/threonine-protein kinase PLK1 (Homo sapiens), P53350. Plk1 PBD binding of FITC phosphopeptide, fluorescence polarization. Potency, µM, without a hit: max response, negative = inhibition, actives largely listed as inhibitors. 360,000 compounds, 2.8% hits. AID 720504, 2013; further: potency means the concentration at half of the fitted maximal effect; series mostly up to about 57 µM; on the % scale 0 is the no-effect control and ±100 the full control effect; nearly all actives have a fitted effect of over 65% in size
Target sequence (P53350 whole entry, looked up, the tested form may be a part): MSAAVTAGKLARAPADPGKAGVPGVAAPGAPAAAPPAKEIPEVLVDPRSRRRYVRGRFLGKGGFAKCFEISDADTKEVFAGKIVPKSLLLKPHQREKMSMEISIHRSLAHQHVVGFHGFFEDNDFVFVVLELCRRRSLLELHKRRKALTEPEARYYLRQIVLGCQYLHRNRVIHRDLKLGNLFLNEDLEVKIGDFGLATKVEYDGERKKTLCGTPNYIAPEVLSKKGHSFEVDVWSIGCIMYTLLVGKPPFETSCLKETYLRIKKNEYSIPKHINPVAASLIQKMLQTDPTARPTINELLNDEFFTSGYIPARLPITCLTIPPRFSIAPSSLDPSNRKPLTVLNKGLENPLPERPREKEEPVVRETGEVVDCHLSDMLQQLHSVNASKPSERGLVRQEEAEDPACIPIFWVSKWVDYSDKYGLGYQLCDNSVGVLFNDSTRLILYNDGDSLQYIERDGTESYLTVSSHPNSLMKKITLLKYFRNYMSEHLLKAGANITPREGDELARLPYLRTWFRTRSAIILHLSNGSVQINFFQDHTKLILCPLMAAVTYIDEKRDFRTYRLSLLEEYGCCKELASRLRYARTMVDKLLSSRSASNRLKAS
Mm-Cpn inhibitor = Inhibitors of TCP-1 ring complex (TRiC) of Methanococcus maripaludis (MmCpn): qHTS. Chaperonin Mm-Cpn (Methanococcus maripaludis). purified Mm-Cpn ATPase, ADP Transcreener TR-FRET. Potency, µM (series often up to 76.9 µM), for the others: at the top dose activity, negative = inhibition, most hits filed as inhibitors. 330,000 compounds, 0.031% hits; further: potency means the concentration at half of the fitted maximal effect; on the % scale 0 is the no-effect control and ±100 the full control effect; nearly all actives have a fitted effect of over 80% in size
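ATP (10 uM final) was added to archaeal chaperonin (25 nM final) after 10 min exposure to test compound at 37°C; after 30 min further incubation, ADP was detected by competitive TR-FRET.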
WRN helicase inh = qHTS for Inhibitors of WRN Helicase; Bifunctional 3'-5' exonuclease/ATP-dependent helicase WRN (Homo sapiens), Q14191; WRN helicase unwinding, fluorescent forked duplex, kinetic; Potency, µM (doses to about 114 µM), without a hit: at the highest dose activity change, negative = inhibition, actives largely listed as inhibitors; 360,000 compounds, 0.46% hits; AID 651768, 2012; further: potency means the concentration at half of the fitted maximal effect; on the % scale 0 is the no-effect control and ±100 the full control effect; nearly all actives have a fitted effect of over 55% in size
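Enzyme (20 nM final) and test compound sit together 15 min at room temperature before substrate addition. Substrate is a single-forked duplex oligonucleotide (100 nM) labelled with fluorophore and quencher, with 2 mM ATP; helicase unwinding raises red fluorescence, read kinetically.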
EPAC1 agonist = qHTS for Agonist of cAMP-regulated guanine nucleotide exchange factor 3 (EPAC1): primary screen | 360,000 compounds, 0.073% hits | EPAC1 agonist qHTS, biochemical assay; response scale: 100% = response to 6.5 mM cAMP | Potency, µM (series often up to 154 µM), for inactives: top-dose activation, most hits filed as activators | Rap guanine nucleotide exchange factor 3 (Homo sapiens), O95398; further: potency means the concentration at half of the fitted maximal effect; nearly all actives have a fitted effect of over 60% in size
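Compounds were pinned as a concentration titration into mixtures of EPAC1 (100 nM), BODIPY-GDP-loaded Rap1B (250 nM) and GDP (50 uM). After 5 min at room temperature, fluorescence was followed for 30 min; activity was scaled to 6.5 mM cAMP.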
* marks the source's active call; other numbers are inactive results; ? = inconclusive; · = not tested or not shown; & = joins results of further samples; [ ] = dose if it differs, or a comment. Unless noted, the call rests on the fitted dose curve; in most records, active means well fitted curve in the direction sought with a large enough effect; inconclusive means small, poorly fitted or top-dose-only effect, or another doubt; inactive means no such curve, though single readings can be large; an effect the other way counts as inactive or inconclusive.

SMILES	PI5P4K alpha inh	CCT modulator	EPAC2 antagonist	EPAC1 antag	PLK1 PBD block	Mm-Cpn inhibitor	WRN helicase inh	EPAC1 agonist
CC(C)N(C(=S)Nc1ccc(S(=O)(=O)N2CCOCC2)cc1)c1ccccc1	-1	-4.1	0%	-26%	?	1%	6%	3%
CC(=O)Nc1ccc(NC(=O)C2Cc3c(-c4ccc5c(c4)OCO5)ccnc3O2)cc1 (configuration not stated)	1	-0.5	?	-2%	1%	·	2%	-8%
COc1ccccc1NC(=O)CSc1nc2n[nH]c(C)c2c(=N)n1-c1ccccc1Cl	·	-4.3	0%	10%	-5%	-13%	-13%	9%
CC1=C(C(=O)OC(C)C)C(c2cccs2)N2C(=O)CCSC2=N1 (configuration not stated)	·	-2.7	-2%	-7%	-11%	1%	3%	-1%
COn1c(-c2ccc(Cl)cc2)nc2ccc(Cl)cc21	·	-3.5	0%	-1%	-6%	-1%	4%	0%
O=C(OCC(=O)N1CCC(c2ccccc2)=N1)c1ccc([N+](=O)[O-])s1	11	-1.0	?	?	-8%	2%	1%	5%
Cc1ccc(C(=O)/C=C/Nc2ccc([N+](=O)[O-])cc2Br)cc1	7	-2.6	5%	2%	-2%	-6%	4%	-1%
O=C(COC(=O)CCc1ccc(S(=O)(=O)N2CCCCC2)cc1)Nc1cccc2ccccc12	-2	-5.9	1%	6%	-1%	-6%	-10%	-4%
O=C(/C=C/c1cc([N+](=O)[O-])ccc1OC(F)F)Nc1cccc(OC(F)F)c1	-4	0.6	5%	-18%	-12%	1%	1%	3%
NC(=O)c1cc(N)ccc1N1CCCC1	0	-4.5	15%	13%	-8%	-4%	-24%	-3%
CC(=O)N1CCc2cc(S(=O)(=O)NCc3ccc(C)cc3)ccc21	0	-1.5	0%	-2%	-11%	1%	-2%	8%
CCOC(=O)c1sc(N)c(C#N)c1CSc1nc2ccc(OCC)cc2[nH]1	?	-2.0	13%	28%	-9%	-3%	-8%	-9%
Cc1cc(C)c(S(=O)(=O)Nc2ccc3c4c(cccc24)CC3)c(C)c1	-1	0.3	1%	4%	0%	-2%	-13%	8%
Cc1[nH]n(-c2ccccc2)c(=O)c1/C=N/n1c(C)nc2ccccc2c1=O	2	-0.4	0%	-2%	-13%	-2%	-10%	5%
NC(N)=NC(=O)c1nc(Cl)c(N)nc1N	8&-3	0.0&0.0	0%&-3%&6%	2%&-17%&-4%	5%&1%	-1%	1%&10%	-8%&-22%&6%
CCOC(=O)Cc1nc2ccccc2[nH]1	·	-0.9	5%	6%	-3%	1%	12%	-1%
Clc1ccc(C2[C@H]3CN(Cc4ccc(-c5ccccc5)cc4)[C@H](c4ccccc4)C34CC2(c2ccccc2)C4)cn1 (some centres not stated)	-1	0.3	9%	-2%	0%	-2%	-6%	8%
CC1(C(=O)NCCc2c[nH]c3ccccc23)C=CCN1C(=O)c1ccccc1 (configuration not stated)	-2	-4.5	8%	-7%	3%	2%	3%	3%
COC1CCN(C(=O)c2ccc3oc(Cc4ccc(Cl)cc4)nc3c2)CC1	4	-0.9	12%	16%	-17%	3%	4%	-1%
Cc1cccc(CSc2nnc(CCCCCNC(=O)OC(C)(C)C)o2)c1	7	0.4	-12%	-3%	-15%	-1%	-8%	1%
Cc1ccc(CN2CCSc3ccc(C(=O)NCCCN4CCOCC4)cc32)cc1	10	-0.4	-10%	-5%	-5%	-7%	-8%	-3%
N#CCCCSC1=C(C#N)C(c2ccccc2Cl)CC(=O)N1 (configuration not stated)	-2	-0.4	-1%	-15%	-12%	0%	-3%	0%
O=C(CCNC(=O)c1ccc(Br)cc1)NNC(=O)COc1ccccc1F	-10	-8.0	6%	-7%	-2%	-9%	-4%	-11%
O=C(NCc1nnnn1-c1ccccc1)c1ccc2ccccc2c1	-3	1.6	-13%	9%	-1%	·	0%	1%
CCOc1ccc(C2c3[nH]c4ccccc4c3CCN2Cc2cccn2-c2ncccn2)cc1 (configuration not stated)	2	0.9	-8%	?	-4%	-7%	1%	6%
COc1cccc(COCCN2CCN(S(=O)(=O)c3ccc(C)cc3)CCC2=O)c1	0	-1.2	23%	7%	?	0%	-5%	-19%
COCCOc1ccc(C(F)(F)F)cc1NC(=O)c1ccccc1F	-9	-2.3	0%	8%	-9%	1%	6%	7%
O=C(CNC(=O)c1ccccc1)NCCO	-2	-3.9	2%	3%	-9%	-1%	2%	18%
CCN(CC)S(=O)(=O)c1cc([N+](=O)[O-])ccc1N=Nc1c(O)n(C)c2ccccc12	4	-1.4	19%	-3%	2%	1%	-10%[57.1 µM]	-4%
CCCC(=O)C1=C(N(C)c2ccccc2)CC(C)(C)CC1=O	2	-1.5	15%	-7%	-3%	0%	-11%	4%
CC1Cc2ccccc2N1C(=O)CSc1nnc(C2CC2)n1C (configuration not stated)	-4	-0.1	-1%	-1%	21µM*	1%	10%	-4%
Nc1nc(SCn2nnc3ccccc3c2=O)n[nH]1	-4	-1.4	9%	-9%	-19%	0%	8%	2%
CCCc1ccc(OCC(O)CN2CCN(c3ccccn3)CC2)cc1 (configuration not stated)	5	-1.3	-13%	-6%	-13%	-1%	-5%	1%
CC1=Nc2ccc(C)cc2/C1=C/c1c(N)n2oc(C)cc2nc1=O	-3&-11	-18&-1.7	4%&-4%	-13%&-2%	1%&-10%	-17%&-16%	-12%&-27%	15%&8%
CC(NCc1ccc2c(c1)OCO2)C(=O)N1CCc2ccccc21 (configuration not stated)	8	-0.9	-3%	-25%	-9%	1%	18%	5%
CCCCn1c(N)c(N(CC(C)C)C(=O)c2cc(=O)[nH]c3ccccc23)c(=O)[nH]c1=O	5	-0.4	-2%	-13%	-16%	1%	-11%	1%
Cc1cccc(N2C(=NC(=O)c3ccccc3)SC3CS(=O)(=O)CC32)c1 (configuration not stated)	3	-4.2	6%	0%	9%	-5%	4%	-10%
COc1ccc(CN(C)C(=O)c2ccccc2Sc2ccccc2C#N)cc1OC	1	-1.4	-28%	?	?	-4%	3%	13%
COc1ccc(-c2nc3ccccc3c(=O)n2CC(C)C)cc1	1	1.1	-28%	3%	3%	-1%	3%	0%
COc1ccc(NC(=O)Cn2c(=O)oc3cc(Cl)ccc32)c(OC)c1	-9	-0.3	4%	-2%	1%	2%	4%	0%
COc1ccc(C(=O)Nc2ccncc2)cc1S(=O)(=O)N1CCOCC1	4	0.1	2%	2%	-6%	0%	-2%	-1%
O=C(Nc1ccc2c(c1)OCO2)C1CC(=O)N(CCc2ccccc2)C1 (configuration not stated)	-25	-0.4	-8%	-9%	-16%	0%	-2%	-4%
N#Cc1ccc(NC(=S)N2CCC3CC2c2cc(-c4ccc5c(c4)OCO5)ccc23)cc1 (configuration not stated)	1	-2.7	12%	7%	-11%	·	-1%	14%
CCCCC(=O)Nc1ccc(NC(=O)c2ccco2)cn1	1	5.3	-4%	-27%	-6%	-4%	-10%	3%
CCOCCCn1c(SCC(=O)Nc2cccc(S(=O)(=O)NC3=NCCCCC3)c2)nc2ccccc2c1=O	0	-1.8	-6%	-9%	-4%	-4%	1%	5%
CC(O)C(NS(=O)(=O)c1ccc(Cl)cc1)C(=O)OCC(=O)N1CCN(c2ccccc2)CC1 (configuration not stated)	0	1.5	5%	3%	-3%	0%	-4%	-5%
CCc1cccc(C)c1NC(=O)COC(=O)C1CCN(S(=O)(=O)c2ccccc2)CC1	-2	1.0	-3%	13%	-3%	1%	13%	0%
Clc1ccc(-c2nnc(-c3ccccc3Cl)o2)cc1	·	-0.2	2%	-10%	-4%	1%	-10%	14%
COc1ccc(C(CC(=O)O)NC(C)=O)cc1OC (configuration not stated)	1	-0.4	-6%	-13%	-10%	0%	-5%	2%
O=C(Cc1cc(=O)[nH][nH]1)N/N=C/c1cccc(Cl)c1Cl	-13&-9	-9.5&-0.7	2%&-6%	20%&3%	-6%&0%	1%&6%	2%&-10%	-2%&-1%
Remaining list, next part.
SMILES	PI5P4K alpha inh	CCT modulator	EPAC2 antagonist	EPAC1 antag	PLK1 PBD block	Mm-Cpn inhibitor	WRN helicase inh	EPAC1 agonist
CC(=O)c1ccccc1NC(=O)COC(=O)/C=C/c1cccs1	1	1.2	3%	?	0%	-1%	-5%	3%
CCCCN(C)c1c(C)nc2ccc(C(=O)Nc3ccc(OC)c(OC)c3)cn12	0	-1.7	-11%	-17%	-11%	·	-12%	-10%
N/C(=N\OC(=O)CCCc1ccccc1)c1cccnc1	3	-0.5	12%	2%	-7%	0%	1%	-6%
Cc1cnc(C(=O)OC(C)C(=O)Nc2ccc(Cl)cn2)cn1 (configuration not stated)	3	0.1	5%	11%	-4%	-1%	8%	-11%
O=C(NCCCN1CCOCC1)c1ccc(CNS(=O)(=O)c2ccc(Br)cc2)cc1	-4	0.3	9%	25%	2%	0%	-6%[57.1 µM]	-7%
CS(=O)(=O)N1CCN(c2ccc([N+](=O)[O-])c(N3CCOCC3)c2)CC1	-2	1.3	-5%	-15%	-9%	0%	-28%	-4%
C[C@H](CO)N1C[C@H](C)[C@@H](CN(C)Cc2ccc(C(=O)O)cc2)Oc2c(NS(=O)(=O)c3ccccc3)cccc2C1=O	2	1.0	9%	11%	-2%	2%	3%	-1%
COC(=O)c1ccccc1-c1ccc(/C=N/NC(=O)c2cc3ccccc3o2)o1	-18	-0.7	-3%	-3%	-6%	-2%	-14%	18%

Just EPAC1 antag, PLK1 PBD block and PI5P4K alpha inh (two entries from above):
SMILES,EPAC1 antag,PLK1 PBD block,PI5P4K alpha inh
O=C(CNC(=O)c1ccccc1)NCCO,3%,-9%,-2
CCN(CC)S(=O)(=O)c1cc([N+](=O)[O-])ccc1N=Nc1c(O)n(C)c2ccccc12,-3%,2%,4

Screening data (PubChem BioAssay)

The list is partial (hit frequency here may not be typical).
